RTF Ca sens act – cardiac RTF calcium sensitivity activators, primary screen, biochemical, IANBD-TnC fluorescence, EC20 calcium. Troponin I, cardiac muscle (Homo sapiens) + Troponin T, cardiac muscle (Homo sapiens) + …. IANBD-labeled TnC RTF fluorescence at EC20 calcium; 0% EC20 calcium, 100% full calcium. activation, % at 7.2 µM. actives 0.24% (n = 340,000). AID 493008, 2010;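 active = activation above the mean over all tested compounds plus 3 SD, cut at about 30% in these data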;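 also: rise in fluorescence read as greater calcium sensitivity of cardiac thin filaments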
HTR5A ag ctr – HTR5A agonists in luminescence cell assay, primary screen, counter-screen for OPRM1-OPRD1 heterodimer agonist project, full-deck HTS; actives 0.61% (n = 340,000); cell-based; activation, % at 9.3 µM; 5-hydroxytryptamine receptor 5A (Homo sapiens), P47898; in the data active = activation mostly above about 9.5%, no sharp cut-off; inactive = mostly below about 7.6%;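 also: 0% = cells with vehicle only and 100% = reference agonist; strong numbers were not always called active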
Target sequence (P47898 whole entry, looked up): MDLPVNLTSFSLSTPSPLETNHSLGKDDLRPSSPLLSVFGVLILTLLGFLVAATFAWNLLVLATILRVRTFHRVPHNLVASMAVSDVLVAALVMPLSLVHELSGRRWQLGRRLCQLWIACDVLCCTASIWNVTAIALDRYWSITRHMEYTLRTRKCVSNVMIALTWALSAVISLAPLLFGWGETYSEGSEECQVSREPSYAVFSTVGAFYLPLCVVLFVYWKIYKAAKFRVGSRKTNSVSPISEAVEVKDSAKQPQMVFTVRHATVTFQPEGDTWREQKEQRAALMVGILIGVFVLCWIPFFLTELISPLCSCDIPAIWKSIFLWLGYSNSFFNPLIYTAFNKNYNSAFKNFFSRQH
SR-BI HDL uptake – inhibitors of SR-BI mediated HDL lipid uptake, primary screen, ldlA[mSR-BI] cells, fluorescence, single point; Scavenger receptor class B member 1 (Mus musculus), Q61009; ldlA[mSR-BI] CHO cells, DiI-HDL uptake fluorescence, 3 h; inhibition, % at 12.5 µM; actives 0.96% (n = 320,000); AID 488896, 2010;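 active = mean replicate inhibition of at least 70% and a set share of replicates each scoring 70 or more; inconclusive = meets just one of the two criteria; inactive = fails both criteria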;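 also: 0% = median of neutral control wells and 100% = median of positive control wells; values of inactives mirror those of a sister screen read the other way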
MITF act – activators of MITF-driven TRPM1 promoter reporter, primary screen, cell-based, SK-MEL-5, luciferase, single point. activation, % at 12.5 µM. SK-MEL-5 TRPM1-promoter luciferase, 24 h; % of positive control, neutral wells = 0. actives 0.75% (n = 300,000);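 active = mean activation of at least 80% with every replicate also reaching 80%; inconclusive = mean reaches 80% but some replicate falls short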;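 also: 0% = neutral control wells and 100% = parthenolide positive control wells; values of inactives mirror those of a sister screen read the other way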
Wnt bcat act – Wnt/beta-catenin pathway activators, primary screen, cell-based, plate reader, single point; Wnt/beta-catenin reporter cell assay, activator; activation, % at 9.35 µM; actives 1.2% (n = 300,000); in the data active = activation above about 30%, passing the limit was not always enough; inconclusive = no clear call, values can overlap the other calls;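 also: 0% = neutral control wells and 100% = positive control wells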
CDK5 inh – inhibitors of human CDK5/p35 kinase, primary screen, biochemical, single concentration. actives 0.01% (n = 330,000). Recombinant CDK5/p35, ADP-Glo luminescence, 60 min. inhibition, % at 10 µM. Cyclin-dependent kinase 5 (Homo sapiens) + Cyclin-dependent kinase 5 activator 1 (Homo …;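 active = highest replicate inhibition of at least 50% and at least 75% of replicates reaching 50%; inconclusive = only one of the two criteria met; inactive = both criteria failed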;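 also: plate controls were DMSO neutral control for no effect and GW8510 at 10 µM for full effect; many of its hits are not listed in these tables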
Target sequence (Q00535 whole entry, looked up): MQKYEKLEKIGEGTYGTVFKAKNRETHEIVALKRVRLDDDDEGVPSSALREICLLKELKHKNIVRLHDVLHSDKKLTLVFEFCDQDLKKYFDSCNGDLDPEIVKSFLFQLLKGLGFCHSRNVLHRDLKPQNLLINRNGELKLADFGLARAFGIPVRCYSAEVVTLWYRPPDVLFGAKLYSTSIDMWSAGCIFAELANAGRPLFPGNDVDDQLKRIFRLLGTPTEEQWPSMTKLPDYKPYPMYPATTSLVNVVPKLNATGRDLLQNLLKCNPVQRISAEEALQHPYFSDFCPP
Target sequence (Q15078 whole entry, looked up): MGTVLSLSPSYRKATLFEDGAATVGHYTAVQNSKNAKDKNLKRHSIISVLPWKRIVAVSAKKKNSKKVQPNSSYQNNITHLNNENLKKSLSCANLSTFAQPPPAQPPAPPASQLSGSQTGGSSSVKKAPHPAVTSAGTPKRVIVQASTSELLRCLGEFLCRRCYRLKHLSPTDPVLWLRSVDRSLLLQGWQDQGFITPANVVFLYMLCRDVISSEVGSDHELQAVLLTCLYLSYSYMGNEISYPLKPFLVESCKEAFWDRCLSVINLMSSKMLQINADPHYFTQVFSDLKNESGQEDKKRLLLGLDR
SR-BI uptake up – activators of SR-BI mediated DiI-HDL uptake, primary screen, ldlA[mSR-BI] CHO cells, DiI fluorescence. 3 h; 100 = double the neutral-control signal. activation, % at 12.5 µM. actives 0.096% (n = 320,000);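 active = mean replicate activation of at least 60% and every replicate at or above 60%; inconclusive = mean or all-replicate condition met, but not both; inactive = mean below 60% and not all replicates reaching 60%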;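 also: 0% = median plate neutral-control signal and 100% = twice that signal; values of inactives mirror those of a sister screen read the other way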
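Material: SR-BI-overexpressing, LDLR-lacking CHO cells | Dosing: Single compound concentration, delivered by pin transfer | Probe or stimulus: Labelled HDL, 10 µg/mL | Signal: Bottom-read cell fluorescence after medium removal, ex 550/em 595 nm | Schedule: 3 h, 37 °C | Evaluation: HDL uptake via cellular fluorescence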
PvdQ acylase – P. aeruginosa PvdQ acylase inhibitors, primary screen, biochemical, fluorescence, plate reader and imaging, single point; PvdQ acylase [Pseudomonas aeruginosa LESB58]; purified PvdQ acylase; inhibition, % at 10 µM; actives 0.063% (n = 340,000); AID 488965, 2010; in the data active = inhibition above about 30%, passing the limit was not always enough; inconclusive = no clear call, values can overlap the other calls;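 also: 0% = vehicle neutral wells and 100% = reference inhibitor wells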
dFosB act – activators of delta FosB homodimer, primary screen, biochemical, fluorescence polarization, TAMRA-CDK5 oligo, single point; purified delta FosB; percent of positive-control signal above neutral wells; AID 493131, 2011; actives 0.99% (n = 340,000); activation, % at 25 µM; Protein FosB (Mus musculus), P13346;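 active = mean activation above about 17%, with every replicate also reaching it, limit read from the data, passing the limit was not always enough; inconclusive = only one of the two conditions met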;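 also: fluorescence polarization rise as delta FosB binds a TAMRA Cdk5 AP-1 oligo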
Rtt109 HAT inh – inhibitors of C. albicans Rtt109/Vps75 HAT, primary screen, biochemical, ThioGlo CoA-SH fluorescence, plate reader; Histone acetyltransferase RTT109 (Candida albicans (strain SC5314 / ATCC MYA-2876)), …; purified Rtt109/Vps75, 4 h; inhibition, % at 34.9 µM; actives 0.16% (n = 330,000); AID 540336, 2011;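 active = inhibition of at least 50% in every replicate; inconclusive = best replicate reaches 50% inhibition but some replicates fall short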
* hit, by the source's call; u = inconclusive; x = not tested or not shown. Rows were taken by chance. Share with any hit: about 4.4%.

SMILES | RTF Ca sens act | HTR5A ag ctr | SR-BI HDL uptake | MITF act | Wnt bcat act | CDK5 inh | SR-BI uptake up | PvdQ acylase | dFosB act | Rtt109 HAT inh
CS(=O)(=O)N1CCN(C/C=C/c2ccccc2)CC1 | 0 | -4 | -12 | -13 | x | -2.2 | 12 | -14 | -5 | -9
CC(=O)Nc1ccc(-c2nn[nH]n2)cc1Cl | 4 | -1 | -9 | -2 | -9 | 0.8 | 9 | -9 | 2 | -5
O=C(N/N=C/c1ccccn1)c1ccc([N+](=O)[O-])cc1 | 8 | -1 | 9 | -7 | 1 | -2.4 | -9 | -6 | -4 | -7
CCOc1ccc(N2CC(C(=O)OC)CC2=O)cc1 (stereo not drawn) | 3 | -2 | -29 | -1 | x | -0.9 | 29 | -9 | -2 | 4
COc1cccc(CN(C)CC(O)COc2cc(Cl)ccc2Cl)c1 (stereo not drawn) | -6 | 4 | -4 | 7 | -1 | 1.6 | 4 | -13 | 0 | 10
CCn1c(CNc2ccc(C)cc2)nnc1SCC(=O)NCc1ccccc1 | -3 | 5 | 19 | 0 | -3 | 0.6 | -19 | -9 | -9 | -6
O=C(O)CC(C(=O)O)c1cn(Cc2ccccc2)c2ccccc12 (stereo not drawn) | -2 | 6 | 3 | -19 | x | -2.1 | -3 | -13 | -2 | 1
O=C(O)C1CCCCC1C(=O)Nc1ccc(S(=O)(=O)N2CCCCCC2)cc1 (stereo not drawn) | -5 | 4 | x | -12 | -1 | 2.4 | x | -4 | -3 | -7
Clc1cnc(Nc2cccnc2)c(Cl)c1 | 4 | -1 | 1 | 1 | 1 | 0.7 | -1 | 14 | 8 | 5
Cc1cc[n+](-c2ccccc2)c2ccccc12 | 5 | 4 | -20 | -12 | -3 | -0.5 | 20 | -12 | 2 | 3
CC(CCc1ccccc1)NC(=O)c1nnc(Cc2ccc(F)cc2)o1 (stereo not drawn) | 5 | 2 | x | 2 | -2 | -0.9 | x | -18 | -5 | -10
CCc1cc(=O)oc2cc(OCC(=O)N3CCCc4ccccc43)ccc12 | 2 | -1 | -5 | -7 | x | -0.2 | 5 | -3 | -10 | x
CC(NC(=O)c1cccc(Br)c1)c1ccccc1 (stereo not drawn) | 6 | 1 | 3 | -3 | -1 | -0.5 | -3 | 12 | 2 | 0
O=C(O)/C=C/C(=O)Nc1ccc(Cl)c(C(=O)O)c1 | 6 | 0 | 6 | 8 | 2 | 0.4 | -6 | -12 | 2 | 0
O=C(Nc1ccccc1Cl)c1ccn[nH]1 | 4 | 0 | -4 | 12 | x | -1.7 | 4 | -6 | -6 | -5
COc1ccc(CCN(C)c2ccc(C(N)=O)cc2[N+](=O)[O-])cc1OC | 5 | 2 | 1 | -4 | -1 | -5.8 | -1 | -6 | -8 | 2
CC(C)CC(NC(=O)OC(C)(C)C)c1cn([C@@H](CCC(=O)OC(C)(C)C)C(=O)N2CCN(C(=O)OC(C)(C)C)CC2)nn1 (stereo partly drawn) | -2 | -1 | -22 | -6 | -1 | 0.8 | 22 | -7 | -7 | u
CCOC(=O)N1CCc2c(sc(NC(=O)C3COc4ccccc4O3)c2C(N)=O)C1 (stereo not drawn) | 6 | 44* | 56 | 22 | 14 | 1.2 | -56 | -9 | u | -7
COc1ccc(C(C#N)Nc2ccccc2C)cc1 (stereo not drawn) | -2 | -1 | 13 | x | 0 | -1.7 | -13 | 27 | -13 | 4
CCCC(=O)OCC(=O)Nc1ccc2[nH]c(=O)[nH]c2c1 | -3 | 2 | x | 9 | 0 | -0.2 | x | -8 | -2 | 0
CCCCCCCNC(=O)CC(NS(=O)(=O)c1ccc(NC(C)=O)cc1)C(C)C (stereo not drawn) | -3 | -2 | 9 | -5 | -5 | 1.2 | -9 | 2 | -10 | 7
S=C(NCc1ccc2c(c1)OCO2)Nc1ccc2nsnc2c1 | 1 | -2 | -5 | 32 | -4 | 3.4 | 5 | 41* | 2 | 6
O=C(CN1C(=O)C(=O)N(C2CCCC2)C1=O)Nc1cc(Cl)ccc1[N+](=O)[O-] | 0 | 2 | -12 | -7 | 3 | -0.5 | 12 | 7 | 3 | -1
CCOc1cc(-c2nc(-c3ccc(C)nc3OCC)no2)cc(OCC)c1OCC | 1 | 4 | 69 | -10 | x | -1.5 | -69 | -2 | -15 | 1
CCOC(=O)N1CCN(c2nnnn2-c2ccccc2)CC1 | -4 | 0 | -1 | -4 | -1 | 0.5 | 1 | -6 | 4 | 1
Cc1cnc(C(=O)OCC(=O)Nc2ccc3c(c2)OCCO3)cn1 | 2 | 5 | -1 | 8 | -2 | 0.2 | 1 | -8 | -4 | 7
O=C(CSc1nnc(Cc2ccccc2)n1-c1ccc(Cl)cc1)N1CCOCC1 | 0 | -1 | 14 | -9 | x | 0.8 | -14 | -8 | 0 | -3
Cc1cc2nnc(SCC(=O)NCC3CCCO3)n2c2ccccc12 (stereo not drawn) | 1 | -5 | -8 | 0 | -1 | -1.1 | 8 | -1 | -3 | -5
Cc1cc(NC(=O)Cc2cc(F)cc(F)c2)no1 | 3 | 0 | -7 | 0 | 1 | -0.8 | 7 | -5 | -1 | 6
Cc1cc(C(=O)OCC(=O)Nc2ccccc2F)c(C)o1 | 1 | -2 | -7 | 47 | 25 | -0.6 | 7 | 0 | -5 | 2
CCCc1nnc(NC(=O)c2cccs2)s1 | 7 | 0 | -18 | x | 9 | 0.4 | 18 | 7 | -6 | -1
COc1ccccc1-c1c(C)oc2cc(OCC(=O)OCc3ccccc3)ccc2c1=O | -1 | 0 | -8 | 2 | 4 | -1.9 | 8 | -15 | -7 | -1
CC1CCN(CCOCCOc2ccc(Cl)cc2Br)CC1 | -6 | -4 | -2 | 1 | 0 | 1.4 | 2 | 6 | 3 | 5
O=c1c(C(c2c(O)nc3n(c2=O)CCS3)c2cccc3ccccc23)c(O)nc2n1CCS2 | 0 | 0 | -3 | -8 | -7 | 1.8 | 3 | -11 | -1 | -12
O=S(=O)(c1ccc(F)cc1)c1nc(-c2ccccc2F)oc1N1CCCCC1 | -4 | -3 | 20 | 0 | x | 0.3 | -20 | -10 | -3 | -7
Cc1ccc(N2C(=O)C3C4C=CC(C4)C3C2=O)cc1C (stereo not drawn) | 5 | 0 | x | 3 | -6 | 3.0 | x | -13 | -2 | 8
CC(C)NC(=O)CSCc1ccccc1Cl | -1 | 0 | -22 | x | x | -1.3 | 22 | 3 | -9 | -12
CC1CCCCN1C(=O)c1cc(-c2ccc3c(c2)OCO3)on1 (stereo not drawn) | -8 | 0 | -1 | 139* | 36* | 0.2 | 1 | 7 | 2 | 5
CCc1ccccc1NC(=O)CN1CCN(C(=O)CNC(=O)c2ccccc2F)CC1 | -1 | -4 | -1 | -6 | -4 | -1.2 | 1 | -9 | -5 | -4
Cc1cc(OCC(=O)NCC(c2ccc(F)cc2)N2CCOCC2)ccc1Cl (stereo not drawn) | -2 | 2 | -24 | -16 | 1 | -0.9 | 24 | -10 | -13 | 1
O=C1Nc2ccccc2C(O)(C(=O)NCc2ccc3c(c2)OCO3)N1c1ccccc1 (stereo not drawn) | -7 | 1 | 1 | -6 | x | 1.4 | -1 | -3 | 4 | -9
O=C(CSc1nc2ccccc2c(=O)n1-c1ccccc1)c1c[nH]c2ccccc12 | 1 | 4 | -21 | -5 | -3 | -1.1 | 21 | -8 | 29* | 1
CC(=O)C1=C(O)C(=O)N(CCN2CCOCC2)C1c1ccc(N(C)C)cc1 (stereo not drawn) | -2 | 3 | -21 | 6 | x | -0.1 | 21 | -2 | -1 | -8
OCC[C@@H]1C[C@@H](O)[C@H](O)[C@@]2(CCCO2)O1 | 9 | -1 | 16 | -3 | -2 | -5.0 | -16 | -9 | 4 | 0
Cc1nn(Cc2ccc(C(=O)Nc3ccccc3C(F)(F)F)o2)c(C)c1Br | 1 | 5 | 25 | -14 | x | -1.6 | -25 | -3 | -8 | 0

Shown with tabs: entries from further up.
mol	RTF Ca sens act	HTR5A ag ctr	SR-BI HDL uptake	MITF act	Wnt bcat act	CDK5 inh	SR-BI uptake up	PvdQ acylase	dFosB act	Rtt109 HAT inh
Cc1ccc(N2C(=O)C3C4C=CC(C4)C3C2=O)cc1C (stereo not drawn)	5	0	x	3	-6	3.0	x	-13	-2	8
CC(C)NC(=O)CSCc1ccccc1Cl	-1	0	-22	x	x	-1.3	22	3	-9	-12
CC1CCCCN1C(=O)c1cc(-c2ccc3c(c2)OCO3)on1 (stereo not drawn)	-8	0	-1	139*	36*	0.2	1	7	2	5
CCc1ccccc1NC(=O)CN1CCN(C(=O)CNC(=O)c2ccccc2F)CC1	-1	-4	-1	-6	-4	-1.2	1	-9	-5	-4
Cc1cc(OCC(=O)NCC(c2ccc(F)cc2)N2CCOCC2)ccc1Cl (stereo not drawn)	-2	2	-24	-16	1	-0.9	24	-10	-13	1
O=C1Nc2ccccc2C(O)(C(=O)NCc2ccc3c(c2)OCO3)N1c1ccccc1 (stereo not drawn)	-7	1	1	-6	x	1.4	-1	-3	4	-9
O=C(CSc1nc2ccccc2c(=O)n1-c1ccccc1)c1c[nH]c2ccccc12	1	4	-21	-5	-3	-1.1	21	-8	29*	1
CC(=O)C1=C(O)C(=O)N(CCN2CCOCC2)C1c1ccc(N(C)C)cc1 (stereo not drawn)	-2	3	-21	6	x	-0.1	21	-2	-1	-8
OCC[C@@H]1C[C@@H](O)[C@H](O)[C@@]2(CCCO2)O1	9	-1	16	-3	-2	-5.0	-16	-9	4	0

Screens as filed in PubChem.
